Ecoli viability = E. coli V3065 growth inhibition, primary screen, counter-screen for AddAB inhibitor project, absorbance, OD600. AID 449728, 2010. inhibition, % at 11.9 µM. 0.27% of 330,000 active. 18 h;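 active = inhibition above the campaign's mean inhibition across all tested compounds plus 3 SD, cut at about 9.9% in these data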;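 also: uninfected addAB+ strain grown without phage in ampicillin broth; 0% = DMSO wells and 100% = ciprofloxacin 0.95 µg/ml wells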
PvdQ inh = P. aeruginosa PvdQ acylase inhibitors, primary screen, biochemical, fluorescence, plate reader and imaging, single point; PvdQ acylase [Pseudomonas aeruginosa LESB58]; AID 488965, 2010; inhibition, % at 10 µM; purified PvdQ acylase; 0.063% of 340,000 active; in the data active = inhibition above about 30%, passing the limit was not always enough; inconclusive = no clear call, values can overlap the other calls;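 also: 0% = vehicle neutral wells and 100% = reference inhibitor wells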
DAGLB inhibitor = DAGLB lipase inhibitors, primary screen, biochemical, fluorescence, HTS | Diacylglycerol lipase-beta (Homo sapiens), Q8NCG7 | HEK293T DAGLB membrane lysate, EnzChek fluorogenic substrate | inhibition, % at 5.17 µM | 0.059% of 340,000 active; in the data active = inhibition above about 34%;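 also: 0% = enzyme with vehicle and 100% = wells lacking enzyme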
Target sequence (Q8NCG7 whole entry, looked up): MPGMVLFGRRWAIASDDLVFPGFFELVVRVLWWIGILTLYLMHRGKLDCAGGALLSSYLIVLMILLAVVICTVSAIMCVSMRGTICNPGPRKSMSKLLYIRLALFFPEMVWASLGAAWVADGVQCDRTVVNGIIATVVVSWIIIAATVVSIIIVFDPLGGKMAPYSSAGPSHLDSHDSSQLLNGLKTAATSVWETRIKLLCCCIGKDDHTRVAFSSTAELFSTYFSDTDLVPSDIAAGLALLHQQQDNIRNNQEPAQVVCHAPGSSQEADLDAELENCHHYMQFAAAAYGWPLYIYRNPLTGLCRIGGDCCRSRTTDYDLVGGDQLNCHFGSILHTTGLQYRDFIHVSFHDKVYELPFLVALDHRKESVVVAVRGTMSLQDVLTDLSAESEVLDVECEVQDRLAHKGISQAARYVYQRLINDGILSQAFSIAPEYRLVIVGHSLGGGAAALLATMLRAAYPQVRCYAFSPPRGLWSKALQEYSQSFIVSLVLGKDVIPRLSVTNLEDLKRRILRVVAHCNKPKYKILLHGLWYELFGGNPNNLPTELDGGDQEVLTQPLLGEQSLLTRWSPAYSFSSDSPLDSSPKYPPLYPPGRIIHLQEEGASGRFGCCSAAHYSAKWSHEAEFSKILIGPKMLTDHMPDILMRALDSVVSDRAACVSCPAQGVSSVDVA
CAL PDZ FP = CAL PDZ peptide-binding inhibitors, primary screen, biochemical, fluorescence polarization, Cer-tagged CAL PDZ, HTS; Golgi-associated PDZ and coiled-coil motif-containing protein (Homo sapiens), Q9HD26; purified CAL PDZ, TMR-peptide fluorescence polarization, 1 h; inhibition, % at 20 µM; 0.02% of 330,000 active; AID 504414, 2011;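 active = highest replicate inhibition of at least 40%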;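 also: plate controls were DMSO neutral control wells for no effect and unlabeled competitor peptide control wells for full effect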
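Test system: purified CerCALP PDZ construct; Compound dosing: one concentration, 20 µM compound; Also added: TMR-labelled reporter peptide T*-PRC34 bound in PDZ groove; Read-out: inhibition from polarization loss; Controls: unlabelled peptide and DMSO controls; Signal: FP readout, S and P plane fluorescence; Incubation: 1 h at RT.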
Rtt109 HAT inh = inhibitors of C. albicans Rtt109/Vps75 HAT, primary screen, biochemical, ThioGlo CoA-SH fluorescence, plate reader; 0.16% of 330,000 active; purified Rtt109/Vps75, 4 h; inhibition, % at 34.9 µM;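 active = inhibition of at least 50% in every replicate; inconclusive = best replicate reaches 50% inhibition but some replicates fall short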
Target sequence (Q5AAJ8 whole entry, looked up): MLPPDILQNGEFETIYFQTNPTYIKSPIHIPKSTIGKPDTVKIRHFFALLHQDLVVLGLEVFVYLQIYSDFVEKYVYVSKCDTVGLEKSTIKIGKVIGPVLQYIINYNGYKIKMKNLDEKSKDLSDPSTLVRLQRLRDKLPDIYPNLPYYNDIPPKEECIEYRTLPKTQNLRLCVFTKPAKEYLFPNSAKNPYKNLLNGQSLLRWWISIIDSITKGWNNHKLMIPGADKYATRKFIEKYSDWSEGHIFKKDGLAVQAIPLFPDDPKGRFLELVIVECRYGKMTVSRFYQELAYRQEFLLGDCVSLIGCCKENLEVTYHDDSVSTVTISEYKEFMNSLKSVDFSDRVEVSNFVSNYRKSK
phage Ecoli inh = growth loss of phage-infected E. coli, primary screen, RecBCD inhibitor project, absorbance, with phage, HTS | AID 651602, 2012 | 0.26% of 360,000 active | inhibition, % at 11.9 µM; in the data active = inhibition above about 11%
PfHsp90 set2 = growth inhibition of PfHsp90-expressing yeast, primary screen, antimalarial PfHsp90 inhibitor project, S. cerevisiae, BacTiter-Glo luminescence, single point, set 2. BacTiter-Glo ATP, 48 h; yeast lacking PDR1 and PDR3 efflux regulators. inhibition, % at 9.4 µM. 0.32% of 310,000 active. AID 504621, 2011;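 active = every replicate shows inhibition above about 80%, whatever the replicate mean, limit read from the data; inconclusive = mean inhibition reaches the set limit but some replicate falls short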;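 also: 0% = DMSO neutral controls and 100% = 20 µM radicicol positive controls; yeast relying on Plasmodium falciparum Hsp90 in place of its own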
Wnt act = Wnt/beta-catenin pathway activators, primary screen, cell-based, plate reader, single point; AID 743398, 2014; 1.2% of 300,000 active; activation, % at 9.35 µM; Wnt/beta-catenin reporter cell assay, activator; in the data active = activation above about 30%, passing the limit was not always enough; inconclusive = no clear call, values can overlap the other calls;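 also: 0% = neutral control wells and 100% = positive control wells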
AddAB inh = growth inhibition of E. coli expressing H. pylori AddAB, primary screen, AddAB inhibitor project, absorbance | inhibition, % at 11.9 µM | 0.29% of 330,000 active; in the data active = inhibition above about 12%;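 also: 0% = vehicle wells of infected cells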
Tat export inh = E. coli Tat export inhibitors, primary screen, MC4100, TorA-mCherry reporter, fluorescence, single point; inhibition, % at 10 µM; 0.036% of 340,000 active;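 active = mean replicate inhibition at least 50% and at least half of replicates individually reaching 50%; inconclusive = only one of the two criteria met; inactive = neither criterion met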;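 also: exported cargo escapes ClpAP degradation while cytoplasmic cargo is degraded and loses fluorescence; 0% = median of neutral control wells and 100% = median of NaSCN control wells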
Starred values were filed as active, the others as inactive; ? = inconclusive; . = not tested or not shown.

SMILES	Ecoli viability	PvdQ inh	DAGLB inhibitor	CAL PDZ FP	Rtt109 HAT inh	phage Ecoli inh	PfHsp90 set2	Wnt act	AddAB inh	Tat export inh
CCNC(=O)NCc1c(C)c(C)n(Cc2ccccc2)c1-n1cccc1	0.3	4.7	-0.1	-0.3	-4.0	3.4	-12.4	0.3	-0.1	-9.4
O=C(Nn1cnnc1)c1ccc(F)cc1	-2.2	-3.5	-1.6	0.3	1.7	3.2	15.3	-3.7	1.4	3.6
CC(C)C(=O)Nc1c2c(nn1-c1ccc(F)cc1)CS(=O)(=O)C2	0.0	10.4	-1.1	-0.7	0.5	-0.9	-16.9	0.0	0.8	-11.4
CCN=C1S/C(=C\c2cc(Cl)c(OC)c(OC)c2)C(=O)N1CC	0.1	13.1	-4.0	-0.3	-3.3	1.7	2.3	0.0	-1.1	0.7
CN(C)S(=O)(=O)c1cccc(NC(=O)Cn2cnc3ccccc3c2=O)c1	2.1	-2.9	-0.3	-1.2	15.2	1.1	.	-1.6	1.1	3.7
O=[N+]([O-])c1ccc(N/N=C2\CC3CC=CC23)cc1 (configuration not stated)	1.4	16.5	-1.5	-2.5	14.6	3.5	66.0	-0.8	-0.3	-11.9
Cc1ccc(C(OCC(O)CNC(C)c2ccccc2)c2ccccc2)cc1 (configuration not stated)	0.1	-15.9	1.6	0.2	2.6	1.6	8.2	-2.8	0.3	-2.4
COc1cccc(C2/C(=C(/O)c3cnn(-c4ccccc4)c3C)C(=O)C(=O)N2CCN(C)C)c1 (configuration not stated)	-1.7	-14.9	-0.9	0.3	-5.2	1.4	3.0	.	0.5	-1.2
Cc1ccc2c(=O)[nH]c(Nc3nc(C)cc(-c4ccccc4)n3)nc2c1	0.9	-11.7	-0.6	-2.2	1.4	0.8	-3.2	2.4	3.0	19.3
COc1ccc2c(c1)CC/C(=C/c1ccccn1)C2=O	-3.2	9.5	-4.8	-0.4	-0.5	2.6	8.4	25.6	-1.7	1.0
O=C(Nc1ccccc1-c1nnc(SCc2ccc(Cl)cc2Cl)o1)c1ccccc1	1.9	2.2	-8.1	-2.4	-4.3	0.1	-8.6	-2.5	1.9	1.0
Cc1ccc(S(=O)(=O)NC(c2ccccc2)C(C)C(=O)n2nc(C)cc2C)cc1 (configuration not stated)	-1.3	-16.0	-6.1	0.1	-5.3	0.8	2.4	.	2.1	-2.1
CCOc1ccccc1NC(=O)COC(=O)C12CC3CC(CC(O)(C3)C1)C2	.	-9.2	-0.1	-0.9	-4.2	7.2	-25.1	6.1	.	4.0
O=C(CCCC(=O)N(CC(=O)NC1CCCCC1)Cc1ccco1)Nc1ccccn1	1.7	-12.4	-0.3	0.3	16.2	3.4	-14.1	.	0.7	-2.2
CCn1c2ccccc2c2cc(NC(=O)c3cc(OC)cc(OC)c3)ccc21	1.6	-7.7	-2.8	-0.2	3.0	2.9	10.1	.	1.5	4.3
CCN(CC)CCNC(=O)c1nn(-c2ccc(Cl)cc2)c2c1CCc1cc(OC)ccc1-2	.	-19.2	-0.5	-4.2	4.1	4.7	-21.9	-6.2	.	5.3
COc1cccc(-c2cc(C(F)(F)F)nc(-n3cc(Cl)cn3)n2)c1	0.0	7.8	-9.7	-2.1	1.7	1.2	-12.8	.	1.2	-15.7
Cc1cccc(NC(=O)CSCC(=O)Nc2cc(S(=O)(=O)N3CCOCC3)ccc2N2CCCC2)c1	-0.8	-6.5	0.0	-2.5	-2.3	1.9	-18.7	-0.8	0.4	-1.4
O=C(CN1C(=O)NC2(CCCC2)C1=O)Nc1ccccc1N1CCCCC1	-0.8	-7.9	1.0	-0.1	-2.7	7.2	24.5	-1.7	0.9	0.5
CC(=O)NC(NC(=S)Nc1ccc(C)cc1C)C(Cl)(Cl)Cl (configuration not stated)	1.9	3.8	0.3	-0.6	0.3	1.2	-7.0	-0.1	2.5	5.3
O=C(COC(=O)c1ccco1)c1ccc2ccccc2c1	-0.1	-7.6	-0.5	-2.3	-7.0	2.9	2.3	13.9	0.4	1.4
COc1ccccc1NC(=O)c1ccc2c(c1)N(CC#N)C(=O)C(C)(C)O2	-0.1	-14.2	3.7	-2.9	-2.1	2.6	42.6	-0.3	1.4	-2.4
O=C1CC(c2ccccc2)=NN1c1ccccc1	.	6.2	18.9	1.5	1.8	2.1	.	-3.5	.	-5.3
Cc1c2cnn(CC(=O)Nc3c(F)c(F)cc(F)c3F)c(=O)c2c(C)n1Cc1ccc(F)cc1	-3.0	.	.	.	.	-1.0	.	-0.2	-1.2	.
OCCN1CCN(c2cc(-c3ccccc3)c3ccccc3n2)CC1	0.3	-7.4	1.2	-3.4	6.0	-1.3	-17.8	-1.6	3.8	1.1
COc1cc2ccnc(Cc3cccc(OC)c3OC)c2cc1OC	0.5	-0.5	-1.2	-3.1	4.0	4.7	0.4	-0.8	2.7	-1.8
O=C(CN1CCCCC1)NC1CCc2cc3c(cc21)CCC3 (configuration not stated)	0.3	20.1	-4.1	1.4	7.4	-0.2	-7.8	2.0	4.8	8.9
CN(Cc1ccco1)C(=O)Cn1cc(S(=O)(=O)N2CCCC2)c(S(=O)(=O)N2CCCC2)c1	1.3	-2.3	-1.2	0.4	0.9	2.2	9.6	13.3	-1.5	-4.7
N/C(=N\OC(=O)CCc1ccccc1)c1cccc(Br)c1	-1.8	-16.0	-19.7	-0.3	-6.0	2.0	13.5	15.0	2.1	-2.5
CC[C@]12c3[nH]c4ccc(OC)cc4c3CCN1C(=O)C(CC(=O)NCC13CC4CC(CC(C4)C1)C3)C[C@@H]2C(=O)N1CCN(C(=O)C2CC2)CC1 (some centres not stated)	-0.7	-19.4	1.8	-3.1	5.1	-2.6	6.3	-5.0	-0.7	9.5
Cc1nn(-c2ccccc2)c(Cl)c1/C=N/N1CCN(c2ccccn2)CC1	-1.3	4.6	-1.1	0.3	0.4	2.5	-5.7	0.0	2.2	-0.4
N#CC1=C(N)N(c2ccccc2)C(c2ccco2)C1(C#N)C#N (configuration not stated)	-0.8	-2.5	-0.3	0.0	2.4	2.8	8.5	.	-4.5	-0.7
CC1CCc2c(sc(NC(=O)C3CCCO3)c2C#N)C1 (configuration not stated)	-2.8	9.9	-3.6	-0.8	11.0	3.7	.	7.2	4.1	-1.4
O=C(COc1cccc2ccccc12)NCc1cccnc1	1.8	-14.2	1.9	-1.0	-2.4	3.7	-11.5	-0.5	2.2	2.8
COc1cc2sc3ccc(C#CC4(O)CCCCC4)cc3c(=O)c2cc1OC	-0.7	-5.8	1.9	-4.0	-1.3	0.6	4.1	-0.5	1.1	-1.9
COc1cc(CNC(=O)OCC(C)C)cc(OC)c1OC	1.4	-2.5	-1.0	0.6	-7.9	1.3	-23.4	.	-1.2	-5.2

A few values from the list.
N#CC1=C(N)N(c2ccccc2)C(c2ccco2)C1(C#N)C#N (configuration not stated) in Ecoli viability = -0.8
O=C(COc1cccc2ccccc12)NCc1cccnc1 in DAGLB inhibitor = 1.9
O=C(CN1CCCCC1)NC1CCc2cc3c(cc21)CCC3 (configuration not stated) in Wnt act = 2.0
Cc1nn(-c2ccccc2)c(Cl)c1/C=N/N1CCN(c2ccccn2)CC1 in Wnt act = 0.0

New compounds follow.
SMILES	Ecoli viability	PvdQ inh	DAGLB inhibitor	CAL PDZ FP	Rtt109 HAT inh	phage Ecoli inh	PfHsp90 set2	Wnt act	AddAB inh	Tat export inh
COc1ccc2nc(NC(=O)c3cccnc3SC)sc2c1	2.5	0.1	-1.1	-3.7	.	5.2	18.3	12.5	2.0	2.1
Cc1cc(Nc2ccccc2)n(-c2ccc(C(=O)O)cc2)n1	0.5	-17.0	1.0	-1.6	1.5	3.4	-12.3	0.2	-0.2	4.6
CC1=NN(c2ccc(C(=O)O)cc2)C(=O)CC1	-1.9	-15.4	0.5	-2.6	-0.1	3.8	11.3	-1.5	4.3	-2.1
COc1cc(-c2nnc(SCC(=O)Nc3ccc(C(=O)O)cc3)o2)cc(OC)c1OC	0.7	-6.5	0.2	-0.9	-1.0	1.2	8.8	-2.7	-1.0	7.7
COc1ccc(C2CC(c3ccc(OC)cc3)n3nc(NC(=O)c4cccs4)nc3N2)cc1 (configuration not stated)	-0.4	-1.7	2.8	-2.0	16.2	0.6	20.6	.	-1.5	-7.2
CC1(C)Cc2ccccc2C2=C(C(=O)N3CCCCCC3)C(=O)C(=O)N21	0.2	-5.4	-0.7	2.6	5.5	4.7	-0.2	-1.6	0.7	-3.3
O=C(CN1C(=O)C2CC=CCC2C1=O)Nc1ccc(Br)cc1 (configuration not stated)	-1.5	-13.6	0.9	-2.2	-1.3	2.4	-10.4	-2.5	-2.1	-3.4
c1ccc(-n2ncc3c(NCc4ccco4)ncnc32)cc1	-0.6	-10.6	-1.9	-11.2	1.7	3.7	-5.9	?	2.6	-0.8
Cc1cccc2c(=O)cc(C)n(CC(=O)N3CCOCC3)c12	-0.7	-13.2	1.2	-2.3	-16.4	1.9	3.6	.	0.9	-4.3
NC(=O)c1nn(-c2ccccc2)c(=O)cc1O	0.1	-14.4	0.0	-0.2	-2.7	3.3	5.3	-2.8	4.4	-6.9
COc1ccc(OC)c(NC(=O)CC2SC(=Nc3ccc(F)cc3)N(CCC3=CCCCC3)C2=O)c1 (configuration not stated)	1.4	-15.9	-13.7	0.1	7.7	0.8	-1.1	.	3.2	1.3
O=C(CCCCCNC(=S)Nc1ccccc1)C[N+](=O)[O-]	-2.0	1.3	-3.8	-1.5	.	0.7	9.9	-3.7	1.4	2.0

Overlap with the part before: two compounds; new compounds follow.
SMILES	Ecoli viability	PvdQ inh	DAGLB inhibitor	CAL PDZ FP	Rtt109 HAT inh	phage Ecoli inh	PfHsp90 set2	Wnt act	AddAB inh	Tat export inh
COc1ccc(OC)c(NC(=O)CC2SC(=Nc3ccc(F)cc3)N(CCC3=CCCCC3)C2=O)c1 (configuration not stated)	1.4	-15.9	-13.7	0.1	7.7	0.8	-1.1	.	3.2	1.3
O=C(CCCCCNC(=S)Nc1ccccc1)C[N+](=O)[O-]	-2.0	1.3	-3.8	-1.5	.	0.7	9.9	-3.7	1.4	2.0
C=C(C)[C@@H]1CC=C(CN2CCN(Cc3ccccc3)CC2)CC1	0.6	2.3	-4.6	-0.9	.	1.4	-9.2	-1.9	1.3	4.9
COC(=O)[C@H](Cc1ccccc1)NC(=O)Cn1cnc(C(=O)Nc2ccc(C)c(C)c2)n1	0.9	11.5	-0.5	0.5	-5.4	0.2	-7.6	-1.9	-1.1	3.7
O=C(CSc1ccc2nnc(CCNC(=O)c3ccc(F)cc3)n2n1)NCC1CCCO1 (configuration not stated)	0.6	-15.4	1.9	-1.5	4.5	1.9	-30.8	29.4	0.2	-2.5
O=C(Nc1nc(-c2ccncc2)cs1)c1ccco1	1.9	3.1	-1.1	-1.5	7.8	1.8	-8.3	13.0	1.7	-0.8

High-throughput results as filed in PubChem BioAssay.
